KDM4E inh – qHTS Assay for Inhibitors of Human Jumonji Domain Containing 2E (JMJD2E). JMJD2E catalytic domain, FDH-coupled NADH fluorescence (FDH is formaldehyde dehydrogenase). hit rate 1.6% among 230,000. Potency, µM (top dose mostly 57.1 µM), without a hit: at the highest dose activity change, negative = inhibition, actives largely listed as inhibitors; active = well fitted inhibition curve with a large enough effect, not every such curve was filed as active; inconclusive = small, poorly fitted or top-dose-only effect, or another doubt; inactive = no such curve, though single readings can be large or run the other way;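 also: 0% = wells with enzyme and -100% = buffer wells without enzyme; nearly all actives have a fitted effect of over 50% in size; many of its hits are not listed in these tables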
Target sequence (B2RXH2 1-337 limits assumed): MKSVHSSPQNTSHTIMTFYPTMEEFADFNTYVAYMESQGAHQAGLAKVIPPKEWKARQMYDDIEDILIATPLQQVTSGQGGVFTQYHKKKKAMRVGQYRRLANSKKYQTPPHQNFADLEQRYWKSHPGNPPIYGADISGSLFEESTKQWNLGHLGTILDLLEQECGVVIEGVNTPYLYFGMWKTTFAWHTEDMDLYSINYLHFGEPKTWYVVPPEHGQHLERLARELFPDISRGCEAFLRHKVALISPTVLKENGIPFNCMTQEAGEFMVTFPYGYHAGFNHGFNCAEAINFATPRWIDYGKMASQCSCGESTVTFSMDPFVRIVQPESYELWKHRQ
Tau ThT inhib – qHTS for Inhibitors of Tau Fibril Formation, Thioflavin T Binding | hit rate 2.1% among 270,000 | recombinant tau K18 P301L (four-repeat tau fragment), heparin-induced fibrillization, ThT fluorescence | Microtubule-associated protein tau (Homo sapiens), P10636 | Potency, µM (top dose mostly 57.4 µM), for inactives: at the highest dose activity, negative = inhibition, actives largely listed as inhibitors | AID 1460, 2008; also: % is scaled to controls: 0 for no effect and ±100 for the full control effect; nearly all actives have a fitted effect of over 55% in size
Target sequence (P10636 561-689 P618L limits assumed): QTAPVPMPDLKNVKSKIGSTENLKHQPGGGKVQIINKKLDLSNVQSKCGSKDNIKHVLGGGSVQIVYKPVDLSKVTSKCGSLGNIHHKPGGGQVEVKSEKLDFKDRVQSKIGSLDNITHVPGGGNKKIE
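Recombinant human tau K18 fragment […] carrying P301L, 15 uM unlabeled plus 0.24 uM Alexa 594-labeled, was fibrillized with 20 uM heparin in 100 mM sodium acetate pH 7 for 6 hr at 37 C; 30 uM ThT fluorescence read after 1 hr.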
Lamin A splicing – qHTS Assay for Modulators of Lamin A Splicing; HeLa LMNA splicing GFP/RFP minigene ratio, 48 h; Potency, µM (highest dose often 46.1 µM), for inactives: at the highest dose ratio change, negative = inhibition, actives largely listed as inhibitors; hit rate 0.01% among 200,000; AID 1487, 2009; active = well fitted inhibition curve with a large enough effect in the signal ratio, with a control signal flat, not every such curve was filed as active; inconclusive = small, poorly fitted or top-dose-only effect, or effect the other way, or a change in a side signal; the % refers to the signal ratio; also: % is scaled to controls: 0 for no effect and ±100 for the full control effect
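S3 HeLa stable clones carrying a lamin A-EGFP splicing minigene plus DsRed2 were seeded at 600 cells/well in Opti-MEM with 2% FBS, pin-dosed and incubated 48 h at 37°C. Acumen cytometry (488 nm) gave the GFP/RFP total-intensity ratio.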
ALDH1A1 block – qHTS Assay for Inhibitors of Aldehyde Dehydrogenase 1 (ALDH1A1); Aldehyde dehydrogenase 1A1 (Homo sapiens), P00352; Purified ALDH1A1, NADH fluorescence, propionaldehyde substrate; Potency, µM (series often up to 75.3 µM), without a hit: at the top dose activity, negative = inhibition, most hits filed as inhibitors; hit rate 7.3% among 220,000; active = well fitted inhibition curve with a large enough effect, not every such curve was filed as active; inconclusive = small, poorly fitted or top-dose-only effect, or another doubt; inactive = no such curve, though single readings can be large or run the other way;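 also: plate controls were no enzyme wells and a reference inhibitor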
Target sequence (P00352 whole entry, looked up): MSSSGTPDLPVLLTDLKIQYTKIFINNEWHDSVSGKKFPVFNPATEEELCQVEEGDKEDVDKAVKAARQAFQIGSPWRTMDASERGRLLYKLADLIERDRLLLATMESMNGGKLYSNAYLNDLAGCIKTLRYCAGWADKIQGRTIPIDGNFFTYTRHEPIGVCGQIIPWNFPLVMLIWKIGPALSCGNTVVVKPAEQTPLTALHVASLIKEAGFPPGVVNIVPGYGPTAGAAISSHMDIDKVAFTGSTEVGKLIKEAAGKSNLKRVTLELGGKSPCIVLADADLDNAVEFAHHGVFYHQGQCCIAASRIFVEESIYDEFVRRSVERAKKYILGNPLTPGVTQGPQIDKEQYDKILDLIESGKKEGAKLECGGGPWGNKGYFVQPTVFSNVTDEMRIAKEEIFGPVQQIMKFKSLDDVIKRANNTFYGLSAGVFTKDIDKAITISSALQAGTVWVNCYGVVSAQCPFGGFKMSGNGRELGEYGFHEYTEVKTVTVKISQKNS
RECQ1 inh – qHTS Assay for Inhibitors of RecQ-Like Dna Helicase 1 (RECQ1); ATP-dependent DNA helicase Q1 (Homo sapiens), P46063; RECQ1 DNA unwinding, red fluorescence kinetic read; Potency, µM (titrated, usually from 57.3 µM), for the others: at the top dose activity, negative = inhibition, hits mostly inhibitors; hit rate 0.54% among 240,000; AID 2549, 2010;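 also: plate controls were vehicle for no effect and no enzyme for full effect; nearly all actives have a fitted effect of over 30% in size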
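RECQ1T1 50 nM; forked duplex (20 bp + 30-nt ss tails) 200 nM, ATP 2 mM final; pH 8.0, 2 mM MgCl2, 2.5 ug/ml poly(dI-dC); 15 min compound preincubation; discontinuous kinetic read over 2 h at RT.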
L3MBTL1 block – qHTS Assay for the Inhibitors of L3MBTL1; Lethal(3)malignant brain tumor-like protein 1 (Homo sapiens), Q9Y468; AlphaScreen L3MBTL1–H3K9me1 peptide binding; Potency, µM (doses to about 57.1 µM), inactives show at the highest dose activity, negative = inhibition, actives largely listed as inhibitors; hit rate 0.66% among 230,000; also: % is scaled to controls: 0 for no effect and ±100 for the full control effect; nearly all actives have a fitted effect of over 60% in size
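First, the protein-peptide complex forms for 30 min at room temperature (L3MBTL1 50 nM, biotinylated H3K9me1 peptide 75 nM). Next, compounds are pin-transferred and incubated 30 min. Finally, AlphaScreen beads are added and read after 30 min.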
SMN2 splice enh – qHTS Assay for Enhancers of SMN2 Splice Variant Expression | Potency, µM (doses to about 46.1 µM), for the others: top-dose activity change, positive = activation, usual class: activators | hit rate 2.8% among 210,000 | HEK293 SMN2-luciferase splicing reporter, luminescence, 30-36 h; also: % of control where 0% means no effect; nearly all actives have a fitted effect of over 55% in size
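qHTS luciferase splicing reporter: luminescence rises when SMN2 exon 7 is included in transfected HEK293 cells. Compound exposure lasted 30-36 h at 37C, with 4.5 mM final sodium butyrate as control, followed by a ONE-Glo read.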
KinaseGlo FLuc – Counterscreen for Luciferase (Kinase-Glo TM) Inhibition; Kinase-Glo luciferase, ATP luminescence, 8 min; Potency, µM (series often up to 38.3 µM), inactives show at the highest dose activity change, negative = inhibition, hits mostly inhibitors; hit rate 0.28% among 200,000; AID 1379, 2008; also: % is scaled to controls: 0 for no effect and ±100 for the full control effect; nearly all actives have a fitted effect of over 60% in size
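Luminescence was the read-out, taken after 8-minute incubation at ambient temperature. Luciferase turned over luciferin with 10 uM ATP in imidazole pH 7.2 buffer containing KCl, MgCl2, Tween 20 and BSA.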
* hit, by the source's call; i = inactive; ? = inconclusive; · = no result given; & = joins results of further samples; [ ] = remark or other dose. Unless noted, calls follow the shape of the dose curve; as a rule, active = well fitted curve in the direction sought with a large enough effect; inconclusive = small, poorly fitted or top-dose-only effect, or another doubt; inactive = no such curve, though single readings can be large; an effect the other way counts as inactive or inconclusive. Potency is read from the fitted curve at half-maximal effect. An excerpt, so the mix of outcomes need not match the whole.

no. | structure | KDM4E inh | Tau ThT inhib | Lamin A splicing | ALDH1A1 block | RECQ1 inh | L3MBTL1 block | SMN2 splice enh | KinaseGlo FLuc
1 | COc1cc(/C=N/NC(=O)CCn2nc(C)cc2C)ccc1O | -7% | 2% | · | · | 0% | 2% | · | ·
2 | O=C(O)c1ccc(NS(=O)(=O)c2ccc3c(c2)OCCCO3)cc1 | 0% | 5% | ? | -8% | 14% | 15% | 2% | -1%
3 | O=C(CSc1n[nH]c(=O)n1C1CC1)NCc1ccccc1Cl | 10% | -2% | 8%[46 µM] | 2% | -13% | 18% | 7% | 1%
4 | COc1ccc(Cc2nnc(Nc3ccccc3OC)[nH]c2=O)cc1 | 9% | -1% | · | 4% | i | · | · | ·
5 | CCOC(=O)C1CCC(CNCc2ccccc2C)CC1 (configuration not stated) | 10% | 5% | · | 0% | -4% | · | 0% | 0%
6 | Cc1ccc(-n2c(N)c(C(=O)NCc3cccnc3)sc2=S)cc1 | -2% | -5% | 11% | ? | -3% | -13% | -14% | -6%
7 | CCn1c(/C=C/c2ccc([N+](=O)[O-])o2)nc2ccccc2c1=O | -6% | ? | ? | -15% | -1% | 0% | -77%[inhibitor] | -3%
8 | N#C/C(=C\c1ccccc1)C(=O)Nc1cc(S(=O)(=O)N2CCOCC2)ccc1N1CCCC1 | 11% | -9% | ? | -13% | -11% | -10% | · | ·
9 | CC(C)(C)OC(=O)N1CCC[C@H]1C(=O)N/N=C/c1cccc2nccnc12 | ? | -14% | · | 13% | -8% | 6% | · | ·
10 | COc1ccc(C2(c3ccc(OC)cc3)NC(=O)N(Cn3nnc4ccccc4c3=O)C2=O)cc1 | -1% | 7% | -2% | ? | -6% | -7% | ? | 1%
11 | CCC1(C)CC(c2csc(N)n2)CCO1 (configuration not stated) | -1% | -2% | 9% | -4% | -2% | · | 5% | -6%
12 | Fc1ccccc1Cc1noc(CN2CCCC(CN3CCOCC3)C2)n1 (configuration not stated) | 9% | -6% | · | -3% | i | -1% | · | ·
13 | CC(=O)Nc1ccc(/C(C)=N/NC(=O)C2CC2c2ccccc2)cc1 (configuration not stated) | -10% | 17% | 4% | 9% | 5% | -1% | -4% | -5%
14 | COc1ccc(-c2cc(C(=O)N3CC4(C)CC3CC(C)(C)C4)no2)cc1OC (configuration not stated) | -4% | ? | 9% | -15% | i | -9% | -12% | -4%
15 | C#CCNC(=O)c1cccn1-c1ncc(C(F)(F)F)cc1Cl | -2% | 5% | ? | 9% | -4% | 1% | 3% | 1%
16 | O=C(CSc1nc(-c2ccccc2)cs1)Nc1ccccc1[N+](=O)[O-] | -1% | -14% | -22% | -7% | -13% | ? | -26% | -2%
17 | O=c1c(O)cccc2cc(O)c(O)c(O)c12 | 4µM* | 3.2µM* | -17%[46 µM] | 8.9µM* | 2.5µM* | 0.56µM* | -3% | -4%
18 | CCCCn1nc2cc(C(=O)NCc3ccc4c(c3)OCO4)ccc2c1OCC | ? | -23% | -2% | ? | -12% | 1% | -4% | 1%
19 | COc1ccc(N(C(=O)c2ccccc2OC(C)=O)C(C)C2CC2)cc1 (configuration not stated) | 7% | 1% | ? | -1% | -8% | · | -7% | 2%
20 | CCN(CC)S(=O)(=O)c1cccc(NC(=O)c2ccc(SC)cc2OC)c1 | ? | -3% | · | ? | -13% | 2% | -58%[inhibitor] | -1%
21 | COC(=O)c1ccc(NC(=O)CCS(=O)(=O)c2ccc(Br)s2)cc1 | 8% | -4%&2% | ? | -7% | -25% | -6% | -16%&-35% | -1%
22 | COC(=O)CSc1nc2ccc(NC(C)=O)cc2s1 | -5% | ? | 2% | 11% | ? | -1% | 15% | 0%
23 | COc1ccccc1OCCNC(=O)C(=O)c1c[nH]c2ccccc12 | -5% | -12% | · | · | 4% | -6% | · | ·
24 | CCOc1ccc(C(=O)N[C@H](C(=O)Nc2ccc(OC)c(S(=O)(=O)N3CCOCC3)c2)C(C)C)cc1 | -12% | -12% | -22%[46 µM] | ? | 9% | -13% | -14% | -1%
25 | COc1ccc(-n2ccc(=O)c3c2CCCC3=O)cc1 | ? | -4% | 1% | ? | i | -9% | -10% | 0%
26 | CCC(=O)Nc1ccc(N2CCN(C(=O)c3ccccc3C)CC2)cc1 | 1% | ? | -9% | 1% | -1% | 23%[11.4 µM] | 12% | 0%
27 | CC(=O)N1CCN(C(=O)c2cc(C)nc3ccccc23)CC1 | 12% | 5% | 11%[46 µM] | 5% | i | 1% | 4% | 6%
28 | COc1ccc(/C=C/C(=O)O)cc1S(=O)(=O)N1CCCc2ccccc21 | -7% | -7% | · | -12% | -7% | ? | 1% | -4%
29 | COc1ccc(OCC(=O)NNC(=O)Cc2coc3cc(OC)ccc23)cc1 | -17% | -2% | -10% | -2% | 0% | 1% | -1% | -3%
30 | COc1cc(N2CCCC2)ccc1C=O | -12% | -15% | 7%[46 µM] | 13µM* | i | -6% | · | 3%
31 | CC(CCc1ccccc1)NC(=O)c1ccc2nc(N3CCOCC3)sc2c1 (configuration not stated) | -3% | 0% | · | -3% | -5% | · | -37%[inhibitor] | 0%
32 | Cc1cccc(NC(=O)c2ccc(S(=O)(=O)N(C)C)cc2)c1 | -4% | 2% | -6% | 2% | -13% | 3% | 4% | -3%
33 | COc1ccc(/C=N/S(=O)(=O)c2ccccc2)cc1OC | 2% | 9% | ? | ? | -11% | 3% | 4% | -2%
34 | CN(C)C(=O)c1noc2cc([N+](=O)[O-])ccc12 | 7% | -15% | -1% | 3% | -3% | 1% | 1% | 3%
35 | Cc1onc(-c2ccccc2Cl)c1C(=O)Nc1cccc(-c2cn3cccnc3n2)c1 | ? | ? | -13% | ? | 2% | -4%[11.4 µM] | -19% | 3%
36 | O=C(CCN1C(=O)C2C3C=CC(C3)C2C1=O)N1CCCCC1 (configuration not stated) | 3% | 1% | -4%[46 µM] | -5% | 6% | 7% | 16% | 0%
37 | O=C(CSc1nn(-c2ccccc2)c(=S)s1)Nc1ncccn1 | -5% | -13% | · | -4% | -1% | · | -2% | -5%
38 | CCN(CC)CCOC(=O)C(c1ccccc1)C1CCCCC1 (configuration not stated) | 1% | -3% | · | -4% | 5% | -7% | -7% | -2%
39 | COC(=O)c1ccccc1NC(=O)CNC(=O)c1ccco1 | ? | -6% | -3% | 7% | -3% | -1% | 13% | -1%
40 | COc1ccc(C)cc1NC(=O)N1CCCc2ccccc21 | -21% | -12% | · | -64% | i | -5% | · | ·
41 | CC1CCc2nn(CC(=O)NCc3ccco3)cc2C1 (configuration not stated) | 9% | -2% | -10% | 14% | -9% | 1% | 16% | 2%
42 | O=C(/C=C/c1ccco1)N1CCN(S(=O)(=O)c2cccs2)CC1 | -3% | -17% | -13%[46 µM] | 7.1µM* | -21% | ? | · | ·
43 | COc1ccccc1-n1c(SCC(=O)Nc2ccccc2F)nc2[nH]ncc2c1=O | 4% | 0% | -19% | ? | i | 2% | 5% | 6%
44 | CCOC(=O)c1c(NC(=S)NC)sc2c1CCCC2 | ? | -10% | · | · | -5% | -1% | · | ·
45 | Cc1ccc(C(=O)N/C(=C/c2ccc(-c3cc(C(F)(F)F)ccc3Cl)o2)C(=O)NCc2cccnc2)cc1 | ? | ? | 5% | ? | -4% | -7% | 2% | 9%
46 | O=C(c1ccncc1)N1CCC2(CCN(Cc3ccncc3)CC2)CC1 | · | · | · | -8% | i | · | -10% | -3%
47 | O=C(CNC(=O)c1cccs1)OCC(=O)c1ccc(Br)cc1 | 4% | 1% | · | -11% | -4% | 4% | ? | 0%
48 | COc1ccc(O)c(/C=N/Nc2nc(Nc3ccccc3)nc(-n3nc(C)cc3C)n2)c1 | 14µM* | ? | ? | 7% | -16% | ? | -22% | 0%
49 | Cc1cc2nc(-c3ccc(SCC(=O)Nc4ccc(S(=O)(=O)N5CCCC5)cc4)nc3)[nH]c2cc1C | ? | -5% | -2% | ? | -4% | -13% | 13µM* | -21%
50 | CC(NC(=O)COC(=O)c1ccccc1Nc1ccccc1)c1ccccc1 (configuration not stated) | ? | -1% | 0% | ? | 1% | -23% | -31%[inhibitor] | -4%
51 | Cc1ccc(S(=O)(=O)NCc2cn3ccsc3n2)c(C)c1 | 1% | -8% | 9% | 3% | i | 45%[activator] | 3% | -6%
52 | CCC(C)NCCCCOc1ccc(C)cc1[N+](=O)[O-] (configuration not stated) | -17% | -4% | 7%[0.0737 µM] | -6% | i | 2% | -10% | -5%
53 | N#CC1(c2ccccc2)CCCN1C(=O)c1ccccc1Cl (configuration not stated) | 4% | -13% | 13% | 11% | 13% | · | -7% | -2%
54 | CC(On1c(-c2ccccc2)nc2ccc(Cl)cc21)C(=O)O (configuration not stated) | 4% | -4% | · | ? | i | 12% | 8% | 2%
55 | COc1ccccc1C(=O)n1nc(-c2ccc(Cl)cc2)nc1N | 9% | -9% | -6% | -4% | -2% | · | 19% | 4%
56 | COCCNC(=O)c1cc2c(-c3ccccc3F)nn(C)c2s1 | ? | -9% | -9% | ? | 2% | -2% | 4% | 3%
57 | O=C(c1ccco1)N1CCN(c2ncnc3c2[nH]c2ccc(Cl)cc23)CC1 | 1% | -7% | ? | -3% | -7% | -13% | -44%[inhibitor] | 0%

Compound activity deposited in PubChem BioAssay by National Center for Advancing Translational Sciences (NCATS).
